High-throughput results: PubChem, National Center for Advancing Translational Sciences (NCATS)
DT40 TDP1 CPT: DT40-hTDP1 cell growth loss with CPT | chicken DT40 Tdp1-/-;hTDP1 cells + 20 nM CPT, ATP luminescence, 48 h | Potency, µM (titrated, usually from 46.2 µM), for inactives: at the top dose activity change, negative = growth inhibition, hits mostly inhibitors | hit rate 12% among 420,000; note: nearly all actives have a fitted effect of over 55% in size
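Chicken DT40 Tdp1-/- cells stably complemented with human TDP1 were seeded at 400 cells/well in medium containing 20 nM camptothecin, exposed to pin-transferred compounds, and grown at 37 °C for at least 48 hr. Viability was read as ATP luminescence.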
DT40 TDP1 no CPT: qHTS for Inhibitors of human tyrosyl-DNA phosphodiesterase 1 (TDP1): qHTS in cells in absence of CPT; Potency, µM (titrated, usually from 46.2 µM), for the others: top-dose activity change, negative = growth inhibition, usual class: inhibitors; hit rate 15% among 420,000; DT40 Tdp1-/- hTDP1 cells, no CPT, ATP luminescence, 48 h; note: nearly all actives have a fitted effect of over 55% in size
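Readout: luminescence from CellTiter-Glo after 30 min in the dark at RT. Cells: DT40 Tdp1-/- with stable hTDP1, 400/well. Exposure: compounds alone, ≥48 hr, 37 °C.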
TDP1 inh: inhibitors of human tyrosyl-DNA phosphodiesterase TDP1. AID 485290. Q9NUW8. Potency, µM (doses to about 130 µM), for the others: top-dose activity change, negative = inhibition, actives largely listed as inhibitors. recombinant TDP1, AlphaScreen DNA substrate cleavage. hit rate 0.28% among 350,000; note: nearly all actives have a fitted effect of over 40% in size
Target sequence (Q9NUW8 whole entry, looked up): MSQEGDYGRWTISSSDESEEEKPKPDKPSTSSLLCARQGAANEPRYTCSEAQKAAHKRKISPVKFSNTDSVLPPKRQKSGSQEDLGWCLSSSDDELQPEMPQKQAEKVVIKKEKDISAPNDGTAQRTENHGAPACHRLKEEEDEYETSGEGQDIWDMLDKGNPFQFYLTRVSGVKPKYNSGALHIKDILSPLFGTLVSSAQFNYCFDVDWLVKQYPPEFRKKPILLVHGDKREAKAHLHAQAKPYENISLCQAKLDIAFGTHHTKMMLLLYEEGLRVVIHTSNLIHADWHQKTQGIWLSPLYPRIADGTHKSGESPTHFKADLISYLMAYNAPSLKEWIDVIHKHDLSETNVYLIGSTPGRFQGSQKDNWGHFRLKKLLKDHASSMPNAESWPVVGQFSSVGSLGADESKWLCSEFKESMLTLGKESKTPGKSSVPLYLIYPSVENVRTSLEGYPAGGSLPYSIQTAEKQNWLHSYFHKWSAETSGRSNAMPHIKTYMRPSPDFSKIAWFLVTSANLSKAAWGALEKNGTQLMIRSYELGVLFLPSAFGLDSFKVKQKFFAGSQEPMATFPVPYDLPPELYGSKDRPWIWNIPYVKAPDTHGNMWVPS
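Compounds were preincubated with Tdp1 (1 nM final) for 15 min at room temperature before substrate (15 nM final) started a 5 min reaction; beads (10 ug/ml final) were then added for 10 min before AlphaScreen detection.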
* marks the source's active call; other numbers are inactive results; ? = inconclusive; · = no result given; & = joins results of further samples; [ ] = another dose, or the depositor's remark. Calls come from the whole dose curve; as a rule, active = well fitted curve in the direction sought with a large enough effect; inconclusive = small, poorly fitted or top-dose-only effect, or another doubt; inactive = no such curve, though single readings can be large; an effect the other way counts as inactive or inconclusive. % is set by controls: 0 for no effect and ±100 for the full control effect; potency is the fitted concentration of half-maximal effect.

| molecule | DT40 TDP1 CPT | DT40 TDP1 no CPT | TDP1 inh |
| --- | --- | --- | --- |
| Cc1ccc(NC(=O)/C(C#N)=C/c2ccc(C)s2)c(C)c1 | 1% | -22% | -9% |
| CCOc1ccc(C(=O)OCc2cc(=O)n3nc(C4CCCCC4)sc3n2)cc1 | ? | 16µM* | 6% |
| CC[n+]1ccc(C)c2cc(P(=O)(c3ccccc3)c3ccccc3)ccc21 | -3% | ? | -5% |
| CC(=O)Nc1nnc(COc2ccccc2)s1 | -3% | 2% | 0% |
| COc1cc(OC)cc(C(=O)NNC(=O)CN2C(=O)NC(C)(c3ccc(C)cc3)C2=O)c1 (stereo not drawn) | 12% | -24% | · |
| CC(C)c1cccc(C2=CC(=O)C[C@H](c3ccc4c(c3)OCO4)C2)c1 | ? | ? | -2% |
| Clc1ccccc1CNc1nc2ccccc2n2cnnc12 | -22% | -29% | · |
| CCOC(=O)c1c(C)[nH]c(C)c1S(=O)(=O)NCC(=O)N1CCN(c2cccc(C)c2)C(C)C1 (stereo not drawn) | ? | ? | 8% |
| COCCNC(=O)C1=C(N)C(C(=O)Nc2ccc(C)c(S(=O)(=O)N3CCCCC3)c2)SC1=Nc1ccc(C)cc1C (stereo not drawn) | 18µM* | 18µM* | 11% |
| Cc1cc(NC(=O)C(C)SCC(=O)N(C)CC(=O)Nc2ccccc2C(F)(F)F)no1 (stereo not drawn) | 10% | 3% | 1% |
| CC(=O)c1cccc(-c2ccnc3c2CC(C(=O)Nc2ccc(F)c(Cl)c2)O3)c1 (stereo not drawn) | 18µM* | 21µM* | · |
| Cc1ccccc1OCC(=O)N1CCC(c2nc3ccccc3s2)CC1 | ? | ? | -5% |
| O=C(NCc1cccs1)c1cccc(Nc2nc3ccc(Br)cc3[nH]2)c1 | ? | ? | 3% |
| CC1CCCC(NC(=O)CSc2ncccc2C(=O)O)C1C (stereo not drawn) | 9% | 6% | 7% |
| Cc1nnc(SCC(=O)Nc2ccc(S(=O)(=O)N3CCCC3)cc2)n1N | 8% | 4% | 10% |
| CC(C)(C)c1ccc(C(=O)NCCC(=O)Nc2ccc3c(c2)OCCO3)cc1 | -29% | -26% | 0% |
| CCOC(=O)C1=C(CC)Nc2ccccc2N=C1NC(=O)c1cccc(S(=O)(=O)N2CCOCC2)c1 | -14% | -1% | 0% |
| COc1ccc(N(CC(=O)Nc2cccc(C(=O)O)c2)S(=O)(=O)c2c(C)noc2C)cc1 | -8% | 0% | 3% |
| COc1ccc(OC)c(C(=O)c2c(C)oc3cc(Br)c(O)c(CN(C)C)c23)c1 | ? | 21µM* | · |
| CCS(=O)(=O)c1nc(S(=O)(=O)c2ccc(C)cc2)c(NCc2ccccc2Cl)s1 | 16µM* | 10µM* | 3% |
| O=C(Cn1c(=O)[nH]c2ccsc2c1=O)N1CCN(c2ccc(F)cc2)CC1 | -24% | ? | 3%[56.1 µM] |
| O=C(CCC(=O)N1CCSc2ccccc21)Nc1ccc(Cl)cc1 | 15µM* | 21µM* | 3% |
| COC(=O)/C=C1/N/C(=N\c2nc(C)cc(C)n2)N(c2ccccc2)C1=O | 10% | -29% | 0% |
| COC(=O)CN(c1cccc(C(C)=O)c1)S(C)(=O)=O | -5% | -8% | 7% |
| CCCNC(=S)NC1CC2CCC(C1)N2Cc1ccccc1 (stereo not drawn) | ? | -19% | 2% |
| COc1ccccc1OCCNC(=O)Cc1ccc(S(=O)(=O)N2CCOCC2)s1 | 9% | -3% | 0% |
| CCCCn1nnnc1C(c1cc2ccccc2o1)N1CCN(c2c(C)cccc2C)CC1 (stereo not drawn) | ? | 18µM* | · |
| Cc1sc2nc(CN3CCCC3)nc(N3CCC(C(N)=O)CC3)c2c1C | -18% | -18% | 6% |
| Cc1c(Cl)cccc1NC(=O)c1cc(-c2cccs2)on1 | ? | -28% | -5% |
| COc1cc(/C=C(\CC(=O)O)c2nc3ccccc3s2)cc(OC)c1O | -16% | ? | -13% |
| O=C(Nc1cccc(-c2nc3cc(Cl)ccc3o2)c1)C1CCCO1 (stereo not drawn) | ? | ? | 0% |
| Cc1ccc(S(=O)(=O)Nc2ccc(N(C)S(=O)(=O)c3ccc(C)cc3)cc2)cc1 | 2% | ? | 9% |
| O=C1/C(=C/c2cccnc2)Sc2ccccc21 | 26µM* | ? | 4% |
| COc1ccc(N2CC(NC(=O)N3CCN(C(=O)c4ccco4)CC3)CC2=O)cc1OC (stereo not drawn) | 1% | 1% | · |
| CC(C)(C)Cc1nc(-c2ccccn2)no1 | -22% | -11% | 2% |
| COC(=O)CCCn1cc(CN2CC(N3CCN(Cc4cccc(C)c4)CC3)CS2(=O)=O)nn1 (stereo not drawn) | -3% | -18% | · |
| CC1=CC2CC1C1C(=O)N(c3ccc(S(=O)(=O)Nc4nc(C)cc(C)n4)cc3)C(=O)C21 (stereo not drawn) | 26% | -1% | -2% |
| Cc1cc(C)nc(NS(=O)(=O)c2ccc(NC(=O)c3ccc(N4C(=O)CCC4=O)cc3)cc2)n1 | -1% | -3% | -2% |
| COc1ccccc1N1CCN(S(=O)(=O)CCNC(=O)Cc2ccc(Cl)cc2)CC1 | ? | 23µM* | 4% |
| O=C(N1CCCCC1)C1(c2ccccc2)CCOCC1 | -11% | -13% | 8% |
| COc1cccc2cc(-c3ccnc(N)n3)oc12 | -3% | -24% | 1% |
| CC(=O)N[C@@H](C)c1nc2ccccc2n1CCCN1CCN(c2nc(-c3ccc(C)cc3)cs2)CC1 | 1µM* | 1µM* | · |
| COC(=O)c1ccc(NC(=O)CC2C(=O)N(c3cccc(F)c3)C(=O)N2CC(C)C)cc1 (stereo not drawn) | 21µM* | 13µM* | 4% |
| CC1CCCC(C)N1CCNC(=O)Nc1ccc(Cl)cc1 (stereo not drawn) | -14% | -11% | 7% |
| O=C(CN1CCSCC1)c1c[nH]c2ccccc12 | -14% | 1% | 4% |
| COc1cccc(OC)c1C(=O)Nc1nnc(-c2cccs2)s1 | 2% | 10% | -15% |
| O=C(CCC(=O)OCC(F)(F)C(F)F)Nc1ccccc1F | 8% | -12% | 0% |
| COc1ncnc2c1ncn2CCCNCCN1CCOCC1 | 7% | 12% | · |
| COc1cccc(N(Cc2nnc3n2CCCCC3)C(=O)Nc2ccccc2)c1 | -7%&1% | 9%&-19% | 0%&8% |
| CC1(C(=O)NS(=O)(=O)c2ccc(F)cc2F)CCN1C(=O)Cc1cccc2ccccc12 (stereo not drawn) | 3% | -1% | · |

Further structures follow:
| molecule | DT40 TDP1 CPT | DT40 TDP1 no CPT | TDP1 inh |
| --- | --- | --- | --- |
| O=C(Cn1c(=O)cnc2ccccc21)N1CCN(S(=O)(=O)c2ccc(F)cc2)CC1 | -9% | -7% | · |
| CC1=C(c2cccc(Cl)c2)S(=O)(=O)NC1=NCc1ccccc1C | ? | ? | 3% |
| CC1CCC(C(=O)NC(C(=O)NCc2cccnc2)C(C)C)CC1 (stereo not drawn) | 8% | -17% | -1% |
| O=Cc1ccc(O)cc1O | -1% | -12% | · |
| COc1ccccc1C(=O)NC(=S)Nc1ccc(NC(=O)c2cccs2)cc1 | -30% | -5% | 3% |
| COc1ccc(CNC(=O)CN2N=C(c3ccccc3)CCC2=O)c(OC)c1 | -22% | ? | 5% |
| CCCn1c(NC(=O)CSCC(=O)Nc2cc(C)on2)nc2ccccc21 | -22% | ? | · |
| Cc1ccc(OCCSc2nnc(C)c(=O)n2N)cc1 | 18% | -14% | -6% |
| COc1cc2nc(C3CCC3)nc(N3CCN(c4ccccn4)CC3)c2cc1OC | 9.2µM* | 9.2µM* | 5% |
| CCCOc1c(Br)cc(C(N)=O)cc1OCC | 23µM* | ? | 6% |
| CCN(c1ccc(C)cc1)S(=O)(=O)c1nnc(NC(=O)c2cccs2)s1 | ? | ? | 0% |
| COc1ccc(N(CC(=O)N2CCC(Cc3ccccc3)CC2)S(C)(=O)=O)cc1 | -21% | ? | 3% |
| CC1(C)Cc2noc(N)c2C(C)(C)N1O | 0% | -25% | 2% |
| CCC(=O)n1nc(-c2ccc(OC)cc2)nc1SC | -5% | -2% | 0% |
| CC(C)(C)C(=O)NC1(C(F)(F)F)NC(=O)N(Cc2ccccc2)C1=O (stereo not drawn) | 18% | 2% | · |
| O=C(CC(Cc1ccccc1)C(=O)O)Nc1ccccc1 (stereo not drawn) | -11% | ? | · |
| COc1ccc(-c2cc3nc4n(c(=O)c3s2)CCC4)cc1 | 15µM* | ? | 0% |
| O=C(CCS(=O)(=O)c1cccs1)NC1CCCCCC1 | -4% | 0% | 3% |
| O=C(O)/C(=N/NC(=O)c1ccc(Cl)cc1)c1ccccc1 | 8% | 17% | 5% |
| Cc1ccc(NC(=O)CS(=O)CC(=O)NCCCc2ccccc2)cc1Cl (stereo not drawn) | -23% | -12% | -1% |
| Cc1ccsc1C(=O)Nc1ccc(O)c(-c2nc3ccccc3s2)c1 | ? | -21% | 3% |
| CCOc1ccccc1OCCCC(=O)Nc1ccc(S(=O)(=O)Nc2cc(C)nc(C)n2)cc1 | -4% | -18% | · |
| CCCC(=O)NC(=S)Nc1ccc(C(C)=O)cc1 | -11% | -1% | 3% |
| O=c1c2ccccc2ccc2ccccc12 | 0% | 4% | -6%[56.1 µM] |
| S=C(NCCc1ccccc1)Nc1ccc(Br)cn1 | ? | 15µM* | 5% |
| CC(/C=C/c1ccco1)=N\NC(=O)c1cccc(Cl)c1 | ? | ? | 0% |
| O=C(CCC(=O)c1cccs1)Nc1nnc(C2CC2)s1 | -6% | -19% | 2% |
| Cc1cccc2sc(N3CCN(C(=O)c4cccs4)CC3)nc12 | -15% | -28% | -4% |
| Cc1ccc(F)cc1-c1nc(NC(C)C)nc2cc(-c3ccccc3)sc12 | ? | 18µM* | · |
| CC(=O)Nc1ccc(C)cc1-c1nc2ccccc2n(CC(=O)c2ccc(Cl)cc2)c1=O | -8% | -20% | 11% |
| COc1ccccc1C(=O)NC(CCSC)C(=O)OCC(=O)N1CCN(S(=O)(=O)c2ccc(C)cc2)CC1 (stereo not drawn) | -3% | ? | · |
| Clc1ccc(-c2nnc(NC3=NCCCCC3)o2)cc1 | -2% | -15% | 2% |
| CCNC(=O)Nc1cc(OC)c(OC)cc1C(=O)O | -14% | -5% | 5% |
| OCCC1CN(Cc2cn[nH]c2C2CCCCC2)CCN1Cc1ccccc1 (stereo not drawn) | ? | -10% | 5% |
| CCOCCCNC(=S)N1CCC(C(=O)c2ccc3c(c2)OCCO3)CC1 | ? | -13% | -3% |
| CCC(=O)c1cn(CCOc2ccccc2OC)c2ccccc12 | ? | 23µM* | · |
| CCN(CC)C(=O)C1=C(C)N(Cc2ccccc2)C(=O)C(CC(=O)NCc2ccco2)C1 (stereo not drawn) | 8% | -1% | · |
| O=S(=O)(NCc1csc(-c2cccs2)n1)c1cccs1 | -17% | -26% | -3% |
| Cc1ccc(N2CCN(c3nc4ccccc4c4nnc(C)n34)CC2)c(C)c1 | -7% | -10% | 6% |
| CC1CCc2c(sc(NC(=O)COC(=O)c3ccc(NC(=O)CC#N)cc3)c2C#N)C1 (stereo not drawn) | 19% | -17% | 1%[0.505 µM] |
| N#Cc1cc(-c2ccccc2)cnc1Sc1ccccc1 | -20% | 0% | -8% |
| NNC(=O)c1nc2ccccc2s1 | ? | -17% | · |
| O=C(c1ccccc1)N1CCN(CC(O)COc2cccc3ccccc23)CC1 (stereo not drawn) | ? | ? | · |
| COc1ccc(NC2CCCN(C(=O)c3cccc(N4CCNC4=O)c3)C2)cc1 (stereo not drawn) | 0% | 7% | 5% |
| N#Cc1ccc(NC(=O)Cn2cnc(S(=O)(=O)N3CCCC3)c2)cc1 | -6% | 21% | 1% |

4 of these compounds in another layout:
Compound: CCS(=O)(=O)c1nc(S(=O)(=O)c2ccc(C)cc2)c(NCc2ccccc2Cl)s1
- DT40 TDP1 CPT: 16µM*
- DT40 TDP1 no CPT: 10µM*
- TDP1 inh: 3%

Compound: O=C(Cn1c(=O)[nH]c2ccsc2c1=O)N1CCN(c2ccc(F)cc2)CC1
- DT40 TDP1 CPT: -24%
- DT40 TDP1 no CPT: ?
- TDP1 inh: 3%[56.1 µM]

Compound: O=C(CCC(=O)N1CCSc2ccccc21)Nc1ccc(Cl)cc1
- DT40 TDP1 CPT: 15µM*
- DT40 TDP1 no CPT: 21µM*
- TDP1 inh: 3%

Compound: COC(=O)/C=C1/N/C(=N\c2nc(C)cc(C)n2)N(c2ccccc2)C1=O
- DT40 TDP1 CPT: 10%
- DT40 TDP1 no CPT: -29%
- TDP1 inh: 0%

No enrichment for hits. About 18% of those tested had a hit in this group.
